NadD block: NadD (S. aureus) enzyme inhibition. 360,000 tested, 0.78% active. purified NadD enzyme, colorimetric absorbance read-out. inhibition, % at 20 µM; in the data active = inhibition above about 26%; note: some compounds past the cut are filed as inactive
SKN-1 block: blocks SKN-1 activity in C. elegans; inhibition, % at 21.8 µM; C. elegans VP596 Pgst-4::GFP/RFP ratio, acrylamide-induced, 24 h; 360,000 tested, 0.49% active;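 active = interference check ratio from 0.5 to 1.5 plus GFP to RFP signal ratio inhibition reaching or exceeding a fixed threshold, cut at about 30% in these data, passing the limit was not always enough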; note: some compounds called inactive have numbers as strong as hits
SUMO1-SIM PPI: alters human SUMO1 binding to SIM partners; P63165; SUMO1 binding to a labelled peptide, TR-FRET, 1 h; inhibition, % at 20 µM; 360,000 tested, 0.33% active; AID 602429; in the data active = inhibition above about 37%
STEP block: STEP (human) phosphatase inhibition. P54829. recombinant STEP, OMFP fluorogenic substrate, fluorescence. inhibition, % at 20 µM. 360,000 tested, 0.25% active. AID 588621;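 active = inhibition at 20 µM, scaled per plate between control wells, above about 37%, limit read from the data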;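 note: 0% = DMSO with enzyme and substrate and 100% = substrate only without enzyme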
Target sequence (P54829 whole entry, looked up): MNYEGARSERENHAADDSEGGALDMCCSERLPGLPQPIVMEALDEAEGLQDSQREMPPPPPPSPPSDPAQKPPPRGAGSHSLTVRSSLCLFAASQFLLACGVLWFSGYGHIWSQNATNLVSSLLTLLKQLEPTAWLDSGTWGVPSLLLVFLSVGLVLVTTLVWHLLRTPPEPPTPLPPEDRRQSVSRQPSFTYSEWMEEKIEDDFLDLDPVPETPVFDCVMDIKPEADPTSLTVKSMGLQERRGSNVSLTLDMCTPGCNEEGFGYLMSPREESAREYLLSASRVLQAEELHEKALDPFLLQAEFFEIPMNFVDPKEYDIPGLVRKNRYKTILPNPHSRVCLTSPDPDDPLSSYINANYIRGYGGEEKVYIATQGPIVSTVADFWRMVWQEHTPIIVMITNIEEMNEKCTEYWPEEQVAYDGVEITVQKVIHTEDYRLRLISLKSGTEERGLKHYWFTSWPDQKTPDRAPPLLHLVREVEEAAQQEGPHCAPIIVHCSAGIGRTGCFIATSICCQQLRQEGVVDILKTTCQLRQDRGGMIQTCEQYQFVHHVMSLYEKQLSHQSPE
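Measure: Control-normalized % inhibition with plate pattern correction | Test system: STEP phosphatase, cell-free reaction | Medium: pH 6.0 Bis-Tris with DTT and Tween 20 | Technique: Fluorescence, 480/540 nm | Times: Reaction 20 min, ambient temperature | Doses: Single compound dose of 20 µM, 1% DMSO final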
LMPTP block: blocks human LMPTP phosphatase | P24666 | recombinant LMPTP-A, OMFP fluorogenic substrate, fluorescence intensity | inhibition, % at 20 µM | 360,000 tested, 0.22% active | AID 651560;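 active = compounds that cut the enzyme signal by at least half of the control window in the single-dose screen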;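 note: plate controls were DMSO wells with enzyme plus substrate for no effect and substrate without enzyme for full effect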
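Test system: LMPTP-A, protein tyrosine phosphatase of low molecular weight; Input: 0.625 nM enzyme; Incubation: 50 min dark incubation at room temperature; Signal: endpoint fluorescence intensity from OMFP dephosphorylation; Read-out basis: % inhibition versus control wells.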
Rpn11 inh: inhibitors of human proteasome Rpn11; O00487; human 26S proteasome, Ub4-pepOG fluorescence polarization; 20S core pre-blocked with epoxomicin; calls only at 20 µM; 360,000 tested, 0.59% active;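 active = inhibition at 20 µM, scaled to each plate's controls, above about 33%, limit read from the data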
Target sequence (O00487 whole entry, looked up): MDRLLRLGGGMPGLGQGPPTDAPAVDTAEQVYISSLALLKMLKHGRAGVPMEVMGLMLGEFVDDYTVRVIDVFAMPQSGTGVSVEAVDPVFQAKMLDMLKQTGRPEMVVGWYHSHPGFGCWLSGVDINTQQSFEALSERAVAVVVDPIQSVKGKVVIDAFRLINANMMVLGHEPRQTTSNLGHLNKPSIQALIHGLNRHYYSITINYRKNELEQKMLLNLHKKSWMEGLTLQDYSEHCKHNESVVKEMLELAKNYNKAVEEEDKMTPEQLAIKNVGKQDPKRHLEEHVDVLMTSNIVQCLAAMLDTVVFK
MT1-MMP act inh: inhibitors of human MT1-MMP activation; HT1080 RFP-PRO-GFP cells, GFP/RFP ratio fluorescence, overnight; percent of plate control window, DMSO zero; P50281; 360,000 tested, 0.061% active; GFP/RFP ratio change, % at 20 µM;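 active = GFP/RFP ratio change of at least 30% with cell ATP level not reduced by more than half and red fluorescence within 50% of control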; note: strong numbers were not always called active
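Assay system: RFP-PRO-GFP reporter HT1080 cells; read-out basis: GFP/RFP fluorescence ratio; benchmarks: DMSO wells and RFP-L50D-GFP cells; doses: 20 µM single dose, 1% DMSO; schedule: overnight cell settling, then overnight compound exposure, 37 °C, 5% CO2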
DNMT1 block: inhibitors of human DNMT1; P26358; DNMT1 molecular beacon, Hinp1I cleavage, fluorescence; inhibition (reported as % activation of signal), % at 10 µM; 360,000 tested, 0.83% active; AID 588458; in the data active = inhibition above about 50%
Scp-1 inhibitor: Scp-1 (human) phosphatase inhibition; Recombinant Scp1, phosphopeptide, malachite green phosphate absorbance; 340,000 tested, 0.88% active; Q9GZU7; inhibition, % at 20 µM;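 active = inhibition above about 50% at 20 µM, limit read from the data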;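 note: plate controls were DMSO wells with enzyme for no effect and wells lacking enzyme for full effect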
Target sequence (Q9GZU7 76-261 limits assumed): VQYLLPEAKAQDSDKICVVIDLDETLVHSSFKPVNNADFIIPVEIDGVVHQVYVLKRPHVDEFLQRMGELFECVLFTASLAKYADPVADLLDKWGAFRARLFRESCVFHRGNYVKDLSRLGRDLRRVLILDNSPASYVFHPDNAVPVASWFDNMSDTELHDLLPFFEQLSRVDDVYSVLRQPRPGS
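Assay system: SCP-1 catalytic fragment, aa 76-261 | Buffer or medium: Tris acetate buffer pH 5.5 with MgCl2 and Tween-20 | Compound: One concentration, 20 µM, with 1.0% DMSO | Also added: Phospho 17-mer peptide substrate | Signal: Absorbance at 630 nm | Incubation: 45 min enzyme reaction at room temperature | Measure: % inhibition of SCP-1 phosphate liberation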
NRP1-CendR mod: NRP-1/CendR interaction modulation. inhibition, % at 25 µM. FAM-RPARPAR peptide binding to NRP-1, fluorescence polarization. AID 602438. O14786. 360,000 tested, 0.85% active;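 active = inhibition or corrected inhibition above about 18%, plus a signal ratio from 0.5 to 1.5, limit read from the data, passing the limit was not always enough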; note: strong numbers were not always called active
Active calls of the source: *; i = inactive; . = no result given.

SMILES | NadD block | SKN-1 block | SUMO1-SIM PPI | STEP block | LMPTP block | Rpn11 inh | MT1-MMP act inh | DNMT1 block | Scp-1 inhibitor | NRP1-CendR mod
COc1ccc(-c2nc3ccccc3c(=O)n2NC(=S)N(C)C)cc1 | 1 | -7 | 3 | 10 | 7.5 | i | 0 | -1 | -4 | -16
O=C(Cc1ccccc1)NCC(=O)N1CCc2ccccc2C1 | -5 | 1 | 2 | 1 | -0.8 | i | 0 | -2 | -2 | 10
O=C(COc1ccc2c(c1)C(=O)CC1(CCCCC1)O2)NCc1ccccc1 | 4 | 0 | -2 | 0 | 0.7 | i | -1 | 0 | 0 | -10
CCc1ccc(-c2ccc(C(=O)O)c(C)n2)cc1 | 3 | 3 | 0 | 2 | -0.2 | i | -2 | 7 | -1 | -1
COc1ccc(OC)c(CN2CCN(S(=O)(=O)c3ccc(NC(C)=O)cc3)CC2)c1 | 2 | 13 | -3 | 1 | -1.5 | i | 2 | 0 | -7 | -1
O=C1N/C(=N\N=C\c2cccs2)SC1Cc1cccc(Cl)c1Cl (configuration not stated) | 17 | 3 | -3 | 2 | -0.6 | i | 1 | 27 | -8 | -2
Cn1ncc(Cl)c1C(=O)N1CCc2ccccc21 | 0 | 3 | 2 | -4 | -0.8 | i | 0 | -10 | 38 | -3
CC(=O)Nc1ccc(S(=O)(=O)N2CCN(c3cnn(C)c(=O)c3Cl)CC2)cc1 | -4 | -8 | -9 | 2 | -0.6 | i | -6 | -3 | 1 | 8
O=c1cc(CN2CCN(c3ccccc3F)CC2)c2ccccc2o1 | -5 | 24 | -3 | -2 | 0.2 | i | -1 | 1 | . | 10
Cc1ccc(N(Cc2ccccc2)C(=O)c2ccc(Cl)c(S(=O)(=O)N3CCOCC3)c2)cc1 | -1 | 10 | 5 | 0 | 3.6 | i | -4 | -3 | -11 | 3
CC(=O)Nc1ccc(NC(=O)CSc2nnc(NC(=O)c3ccccc3F)s2)cc1 | -4 | -36 | 12 | 2 | -0.5 | i | -1 | 3 | . | -3
CC(NC(=O)CCc1nnc(-c2ccc(-c3ccccc3)cc2)o1)c1nc2ccccc2[nH]1 (configuration not stated) | 9 | -2 | 6 | 2 | 3.7 | i | -5 | -9 | -6 | -14
COC(=O)N1C(=O)[C@](c2ccsc2)(C(C)C)N1C(=O)OC | 1 | 7 | 8 | -3 | -1.4 | i | -3 | 1 | -8 | 8
Cc1cnc(C(=O)OCC(=O)Nc2ccc(Cl)cn2)cn1 | 8 | 7 | 5 | 0 | -0.7 | i | -4 | 3 | 1 | -25
CCOc1ccc(C(=O)NCC(=O)Nc2cc(C)ccn2)cc1OCC | 4 | -4 | 5 | -1 | -0.7 | i | -3 | 3 | -5 | 8
O=C(CCc1c[nH]c2ccccc12)N1CCN(c2ccc(O)cc2)CC1 | 5 | 5 | 0 | 2 | 2.6 | i | -6 | -6 | -3 | 1
COC(=O)c1cc(S(=O)(=O)N(C)C2CCCCC2)oc1C | 5 | -3 | -1 | 0 | -1.2 | i | 0 | 1 | 0 | -4
O=C(COC(=O)c1ccc(F)c(S(=O)(=O)N2CCOCC2)c1)NCc1ccccc1 | -1 | 15 | 7 | 0 | -0.1 | i | 0 | 0 | -7 | 8
Nc1ccc(-n2ccnc2)cc1 | -4 | -18 | -1 | -2 | -0.9 | i | 1 | -3 | -11 | 4
O=C(CCNC(=O)c1ccco1)NCc1ccc(F)cc1 | 4 | -2 | -2 | -3 | -0.4 | i | -1 | 2 | -6 | 6
NC(=Nc1c([N+](=O)[O-])cnc2ccccc12)N1CCOCC1 | -7 | 2 | -34 | 1 | 1.4 | i | 3 | 1 | . | 4
O=C(c1ccco1)N1CCN(C2CC(=O)N(c3ccc4c(c3)OCO4)C2=O)CC1 (configuration not stated) | 3 | 4 | -1 | 0 | 0.8 | i | 1 | 0 | -8 | -5
Cc1ccc(C(=O)N/C(=C/c2ccc(-c3cccc([N+](=O)[O-])c3)o2)C(=O)NCCCN(C)C)cc1 | -10 | 0 | -40 | 2 | -2.0 | i | -4 | 1 | -7 | -13
CCOc1ccc(-c2c(C(=O)N/N=C(\C)c3ccco3)nnn2-c2nonc2N)cc1 | -8 | -7 | -2 | -3 | -1.6 | i | 0 | 5 | -4 | 5
O=C(CSc1nc(O)cc(=O)n1C1CCCC1)Nc1cccc(Cl)c1Cl | 8 | -6 | -4 | 2 | -0.9 | i | -1 | -5 | -8 | -10

(more compounds)
SMILES | NadD block | SKN-1 block | SUMO1-SIM PPI | STEP block | LMPTP block | Rpn11 inh | MT1-MMP act inh | DNMT1 block | Scp-1 inhibitor | NRP1-CendR mod
COc1ccccc1CC(NC(C)=O)C(=O)NC1CCN(C(=O)Nc2ccccc2F)CC1 (configuration not stated) | -3 | -19 | 4 | -6 | 1.2 | i | 4 | 1 | -9 | 3
CC(C)c1ccc(CNc2nc3nc4c(c(=O)n3[nH]2)CCC4)cc1 | 4 | 7 | 2 | 2 | -1.1 | i | 7 | 0 | 7 | -6
CN(C)c1ccc(C(=O)c2ccccc2)cc1 | -6 | -18 | -3 | -2 | -0.8 | i | 3 | -4 | 0 | -8
COCCN1C(=O)C(=O)/C(=C(/O)c2ccc(S(=O)(=O)N3CCOCC3)cc2)C1c1ccc(O)c(OC)c1 (configuration not stated) | -1 | -4 | -26 | 0 | -1.7 | i | 2 | -1 | -4 | 4
CCN1CCN(S(=O)(=O)c2cccc(S(=O)(=O)N3CCOCC3)c2)CC1 | 0 | 8 | -1 | -2 | -1.0 | i | 1 | 0 | -2 | -7
Cc1cccc(Oc2c([N+](=O)[O-])c(=O)n(C)c3ccccc23)c1 | 12 | 7 | 7 | 0 | 4.0 | i | 3 | 3 | 16 | -6
COC(=O)C1CCN(C(=O)CCCOc2ccccc2)CC1 | -5 | -4 | -1 | -2 | -2.5 | i | -1 | 0 | -2 | 0
COc1ccc(C2CC(c3ccccc3C(F)(F)F)=NN2c2ccc(S(N)(=O)=O)cc2)cc1 (configuration not stated) | 12 | 17 | 7 | -4 | 1.6 | i | -7 | 65* | 4 | -1
O=C(/C=C/c1ccc2c(c1)OCO2)NCCSCc1ccc(Cl)cc1 | -3 | 3 | -3 | 2 | 0.2 | i | 7 | -5 | -6 | 10
CCOc1ccc2nc(NC(=S)N(C)C)sc2c1 | 0 | 3 | -1 | 3 | 2.2 | i | 14 | 0 | -7 | 4
COC(=O)c1cc2occc2n1Cc1nc(-c2ccccc2F)oc1C | -5 | 12 | -1 | 1 | 1.0 | i | -1 | 2 | -9 | 0
CC(=O)Nc1cccc(NC(=O)Nc2cccc(F)c2)c1 | -2 | -5 | 2 | 1 | 0.0 | i | 4 | 0 | -1 | -1
CCCCn1c(SCC(=O)c2ccc3c(c2)NC(=O)CO3)nc2cc(S(N)(=O)=O)ccc21 | 15 | -1 | 2 | 6 | 24 | i | -5 | -9 | -6 | -13
Clc1cccc(CNc2ccn3nc(-c4cccc(Cl)c4)cc3n2)c1 | 12 | 30 | -1 | -6 | 5.8 | i | 2 | -39 | . | 22
COc1ccc(NC(=S)N2CCN(Cc3ccccc3)CC2)c(OC)c1 | 1 | 6 | 3 | 3 | -0.9 | i | 0 | 0 | -2 | 4
COc1ccc(/C(N)=N/OC(=O)CSc2ccc(C)cc2)cc1OC | -8 | 14 | -1 | -1 | 2.6 | i | -5 | -1 | -10 | 4
COc1ccc(C2C(C(=O)Nc3ccc(F)cc3)=C(C)Nc3nc(CCCO)nn32)cc1 (configuration not stated) | -6 | -1 | -1 | 1 | 0.0 | i | 4 | 0 | 15 | 20*
CCOC(=O)C1=CCC(c2ccccc2)N(S(=O)(=O)c2ccccc2C)C1 (configuration not stated) | -3 | -4 | 4 | 4 | 2.6 | i | -1 | 6 | . | 12
CCOC(=O)C(NCc1ccc2c(c1)OCO2)(NC(=O)CC)C(F)(F)F (configuration not stated) | 0 | 9 | 0 | 0 | -1.3 | i | 7 | 1 | -19 | 4
CC(=O)N(C)C(c1ccc(N(C)C)cc1)c1nnnn1-c1c(C)cccc1C (configuration not stated) | -1 | -1 | 4 | -2 | -1.0 | i | 3 | 1 | 8 | 1
O=[N+]([O-])c1ccc(COc2cccc(CNc3ccc(F)cc3)c2)cc1 | 9 | 0 | -8 | 0 | 3.0 | i | 2 | -9 | -2 | -12
CC1CCCN(C(=O)Cn2c(-c3nonc3N)nc3ccccc32)C1 (configuration not stated) | 3 | -3 | -1 | -5 | 0.0 | i | 1 | 0 | -7 | -16

Among those listed so far, these contain an aryl methoxy group.
SMILES | NadD block | SKN-1 block | SUMO1-SIM PPI | STEP block | LMPTP block | Rpn11 inh | MT1-MMP act inh | DNMT1 block | Scp-1 inhibitor | NRP1-CendR mod
COc1ccc(-c2nc3ccccc3c(=O)n2NC(=S)N(C)C)cc1 | 1 | -7 | 3 | 10 | 7.5 | i | 0 | -1 | -4 | -16
COc1ccc(OC)c(CN2CCN(S(=O)(=O)c3ccc(NC(C)=O)cc3)CC2)c1 | 2 | 13 | -3 | 1 | -1.5 | i | 2 | 0 | -7 | -1
COc1ccccc1CC(NC(C)=O)C(=O)NC1CCN(C(=O)Nc2ccccc2F)CC1 (configuration not stated) | -3 | -19 | 4 | -6 | 1.2 | i | 4 | 1 | -9 | 3
COCCN1C(=O)C(=O)/C(=C(/O)c2ccc(S(=O)(=O)N3CCOCC3)cc2)C1c1ccc(O)c(OC)c1 (configuration not stated) | -1 | -4 | -26 | 0 | -1.7 | i | 2 | -1 | -4 | 4
COc1ccc(C2CC(c3ccccc3C(F)(F)F)=NN2c2ccc(S(N)(=O)=O)cc2)cc1 (configuration not stated) | 12 | 17 | 7 | -4 | 1.6 | i | -7 | 65* | 4 | -1
COc1ccc(NC(=S)N2CCN(Cc3ccccc3)CC2)c(OC)c1 | 1 | 6 | 3 | 3 | -0.9 | i | 0 | 0 | -2 | 4
COc1ccc(/C(N)=N/OC(=O)CSc2ccc(C)cc2)cc1OC | -8 | 14 | -1 | -1 | 2.6 | i | -5 | -1 | -10 | 4
COc1ccc(C2C(C(=O)Nc3ccc(F)cc3)=C(C)Nc3nc(CCCO)nn32)cc1 (configuration not stated) | -6 | -1 | -1 | 1 | 0.0 | i | 4 | 0 | 15 | 20*

High-throughput results deposited in PubChem BioAssay by Sanford-Burnham Center for Chemical Genomics.
